Assay outcomes: PubChem, The Scripps Research Institute Molecular Screening Center
GPR151 activ: activators of human GPR151; Q8TDV0; PathHunter beta-arrestin GPR151 cells, luminescence; activation, % at 11.2 µM; actives 1% (n = 650,000); AID 1508602; in the data active = activation above about 4.9%;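 also: 0% = median of compound wells and 100% = cells with positive control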
Target sequence (Q8TDV0 whole entry, looked up): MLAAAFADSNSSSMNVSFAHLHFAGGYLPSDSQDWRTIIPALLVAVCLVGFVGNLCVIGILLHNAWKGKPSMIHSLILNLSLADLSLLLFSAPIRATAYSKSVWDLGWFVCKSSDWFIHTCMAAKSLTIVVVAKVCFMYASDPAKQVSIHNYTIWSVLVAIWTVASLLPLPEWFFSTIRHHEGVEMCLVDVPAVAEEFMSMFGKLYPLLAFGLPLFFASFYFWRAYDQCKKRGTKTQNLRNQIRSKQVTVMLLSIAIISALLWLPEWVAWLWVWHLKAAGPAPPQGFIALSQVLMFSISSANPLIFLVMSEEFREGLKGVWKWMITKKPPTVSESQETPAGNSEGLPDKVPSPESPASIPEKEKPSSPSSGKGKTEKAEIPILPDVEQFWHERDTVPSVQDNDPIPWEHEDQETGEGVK
FBW7 act: human FBW7 E3 ligase activation, primary screen. AID 1259310. AlphaScreen FBW7–phospho-cyclin E peptide binding, activator screen. normalized activity (activation), % at 26.1 µM. actives 0.13% (n = 650,000); in the data active = normalized activity above about 1.9%;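 also: purified mutant Fbw7 with reduced substrate affinity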
MITF inh: human MITF inhibition, primary screen; O75030; AlphaScreen MITF homodimerization, bead proximity signal; inhibition, % at 2.6 µM; actives 0.91% (n = 650,000); in the data active = inhibition above about 50%;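 also: 0% = vehicle wells with protein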
Target sequence (O75030 whole entry, looked up): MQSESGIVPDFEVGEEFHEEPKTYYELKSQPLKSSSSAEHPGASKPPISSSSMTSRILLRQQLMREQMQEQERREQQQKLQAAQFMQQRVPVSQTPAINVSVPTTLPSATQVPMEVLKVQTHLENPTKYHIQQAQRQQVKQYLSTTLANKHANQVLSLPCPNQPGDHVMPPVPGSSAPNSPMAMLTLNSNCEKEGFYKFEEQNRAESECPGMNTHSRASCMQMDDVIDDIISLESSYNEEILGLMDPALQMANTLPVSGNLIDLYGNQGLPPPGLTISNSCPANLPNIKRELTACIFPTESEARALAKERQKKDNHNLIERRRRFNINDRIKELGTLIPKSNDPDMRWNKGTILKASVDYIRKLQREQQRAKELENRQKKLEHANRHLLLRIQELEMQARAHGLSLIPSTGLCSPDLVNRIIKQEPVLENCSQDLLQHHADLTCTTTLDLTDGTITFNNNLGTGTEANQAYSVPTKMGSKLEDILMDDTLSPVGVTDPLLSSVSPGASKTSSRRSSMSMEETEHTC
TEAD-YAP inh: TEAD-YAP interaction inhibition. HEK-TIYL cells, TEAD-Gal4/YAP UAS-luciferase luminescence. inhibition, % at 9.12 µM. actives 1.4% (n = 640,000); in the data active = inhibition above about 32%;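 also: 0% = median of test compound wells and 100% = reference inhibitor wells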
* = called active by the depositor.

CCC(C)c1ccc(N2CC(C(=O)Nc3ccc(OC)cc3)CC2=O)cc1 (stereo not drawn) was read as GPR151 activ 1.1, FBW7 act 0.1, MITF inh -11 and TEAD-YAP inh 0.
Screening Cc1ccccc1NCC(=O)N/N=C\c1ccc(O)cc1O returned GPR151 activ -1.4, FBW7 act -0.1, MITF inh -20 and TEAD-YAP inh 1.
Screening COc1ccc(CN2CCN(C(=O)c3ccco3)CC2)cc1Br returned GPR151 activ -0.9, FBW7 act -0.2, MITF inh 53* and TEAD-YAP inh -3.
For CC(C)N(CCNc1nc(Nc2ccccc2)nc2c1ncn2-c1ccsc1)C(C)C the results were GPR151 activ 1.4, FBW7 act -0.1, MITF inh 4 and TEAD-YAP inh 10.
For Cc1ccc(N2CC(NC(=O)c3cc4ccccc4o3)CC2=O)cc1C (stereo not drawn) the results were GPR151 activ 0.3, FBW7 act 0.1, MITF inh 0 and TEAD-YAP inh 1.
`COc1ccc(CNC(=O)CN2CCC(O)(c3nccn3C)CC2)cc1` gave GPR151 activ 0.4, FBW7 act 0.0, MITF inh 2 and TEAD-YAP inh 11.
Cc1ccc2nc(C)c(C(=O)Nc3cccc(Cl)c3)n2c1 was read as GPR151 activ 2.1, FBW7 act 0.1, MITF inh -3 and TEAD-YAP inh -11.
`O=C1C(c2ccc(Cl)cc2)N(Cc2ccc3c(c2)OCO3)C(=O)CN1C1CCCCC1` (stereo not drawn) gave GPR151 activ 0.7, FBW7 act 0.0, MITF inh -13 and TEAD-YAP inh -17.
Screening O=C(CSc1nnc(CNC(=O)c2ccc(F)cc2)o1)NCCc1ccccc1 returned GPR151 activ -1.1, FBW7 act -0.1, MITF inh 28 and TEAD-YAP inh 6.
Screening O=C(Nc1ccc2c(c1)CN(C1Cc3ccccc3C1)CC2)C1CCCO1 (stereo not drawn) returned GPR151 activ 1.7, FBW7 act 0.0, MITF inh 7 and TEAD-YAP inh 2.
`CC(=O)n1cc(/C=N/NC(=O)c2ccccc2O)c2ccccc21` gave GPR151 activ -1.0, FBW7 act -0.1, MITF inh 4 and TEAD-YAP inh -24.
`Cc1ccccc1NC(=O)Cn1c(=O)c2ccccc2n2nnc(-c3ccccc3)c12` gave GPR151 activ -1.1, FBW7 act 0.3, MITF inh 9 and TEAD-YAP inh -3.
Screening O=C(NCc1ccccc1)C(Cc1ccccc1)NS(=O)(=O)c1cccs1 (stereo not drawn) returned GPR151 activ 1.7, FBW7 act 0.0, MITF inh -11 and TEAD-YAP inh 2.
Cc1cccc(C)c1NC(=O)C(NC(=O)CCc1cc(C(C)(C)C)c(O)c(C(C)(C)C)c1)c1ccccc1 (stereo not drawn) was read as GPR151 activ 0.1, FBW7 act -0.2, MITF inh 10 and TEAD-YAP inh 1.
Screening COc1ccc(C2=CC3=C(Br)C(=O)C(C)(OC(=O)c4cccs4)C(=O)C3=CO2)cc1 (stereo not drawn) returned GPR151 activ -0.2, FBW7 act 0.0 and MITF inh 22.
`O=C(CSC1=NC(=O)C(Cc2ccccc2)C(=O)N1)Nc1ccccc1Cl` (stereo not drawn) gave GPR151 activ -1.1, FBW7 act 0.1, MITF inh 8 and TEAD-YAP inh -4.
CCOc1ccc2[nH]c(=O)c(CN(CCO)Cc3nnnn3C(C)(C)CC)cc2c1 was read as GPR151 activ -0.3, FBW7 act 0.0, MITF inh 5 and TEAD-YAP inh 12.
Cc1ccc(NC(=O)CSCC(=O)OCC(=O)NCc2ccc(F)cc2)c(C)c1 was read as GPR151 activ -0.6, FBW7 act 0.4, MITF inh 17 and TEAD-YAP inh -2.
Screening CCc1ccc(CNC(=O)Cn2ncc3c(=O)oc4ccccc4c32)cc1 returned GPR151 activ -0.1, FBW7 act 0.1, MITF inh 4 and TEAD-YAP inh 5.
Screening O=C(Nc1cccc2ccc(-n3cccc3)nc12)c1ccc(F)c(F)c1 returned GPR151 activ -1.2, FBW7 act 0.1, MITF inh -8 and TEAD-YAP inh -2.
For CN(C)c1ccc(/C=C/c2nc3ccc(I)cc3c(=O)n2CCO)cc1 the results were GPR151 activ -0.2, FBW7 act 0.1, MITF inh 15 and TEAD-YAP inh 14.
Screening Cc1ccc(-c2cnc(Oc3ccc(CC(N)=O)cc3)nc2)cc1 returned GPR151 activ -0.5, FBW7 act 0.1, MITF inh 7 and TEAD-YAP inh -44.
COc1cc(OC)cc(C(=O)Nc2ccc3nn(-c4ccccc4)nc3c2)c1 was read as GPR151 activ -0.9, FBW7 act 0.1, MITF inh 3 and TEAD-YAP inh -3.
Screening COc1cccc(-c2cc(C(=O)NCc3ccc(F)cc3)c3ccccc3n2)c1 returned GPR151 activ -0.1, FBW7 act 0.3, MITF inh 4 and TEAD-YAP inh 10.
For COc1cc2sc(=NC(=O)C(C)(C)C)n(C)c2cc1OC the results were GPR151 activ -1.0, FBW7 act 0.9, MITF inh 17 and TEAD-YAP inh -46.
For C#CCn1cc(/C=C(/C#N)C(=O)NCc2ccco2)c2ccccc21 the results were GPR151 activ 0.2, FBW7 act -0.1, MITF inh 6 and TEAD-YAP inh -3.
CC(c1ccccc1)N1CCn2c(nc3cc(NC(=O)c4ccco4)ccc32)C1 (stereo not drawn) was read as GPR151 activ 2.6, FBW7 act 0.1, MITF inh 12 and TEAD-YAP inh -54.
Cc1ccc(/C=C2/N=C(c3ccccc3)OC2=O)cc1 was read as GPR151 activ 3.2, FBW7 act 0.2, MITF inh 6 and TEAD-YAP inh 10.
Screening COc1cc(Br)c(CN2CCCC(O)C2)cc1OC (stereo not drawn) returned GPR151 activ 2.1, FBW7 act 0.0, MITF inh 3 and TEAD-YAP inh 2.
O=C1c2ccccc2-c2onc3c(N4CCN(CCO)CC4)cc(N4CCCCC4)c1c23 was read as GPR151 activ -0.2, FBW7 act -0.1, MITF inh 29 and TEAD-YAP inh 1.
Screening Cc1ccc(C(C(=O)NC2CCCC2)N2CCCCC2)cc1 (stereo not drawn) returned GPR151 activ -0.9, FBW7 act 0.1, MITF inh 12 and TEAD-YAP inh -1.
`Cc1[nH]c2ccc(Cl)cc2c(=O)c1CN1CCOCC1` gave GPR151 activ -1.2, FBW7 act 0.0, MITF inh 5 and TEAD-YAP inh 14.
O=C(CSc1nc2ccccc2c(=O)n1CC1CCC(C(=O)NCc2ccccc2Cl)CC1)c1ccc(F)cc1 (stereo not drawn) was read as GPR151 activ -0.2, FBW7 act -0.2, MITF inh 9 and TEAD-YAP inh 4.
For CC1CN(c2nc3c(c(=O)[nH]2)CCN(Cc2ccc(C(C)C)cc2)C3)CC(C)O1 (stereo not drawn) the results were GPR151 activ -0.3, FBW7 act 0.1, MITF inh 13 and TEAD-YAP inh 15.
Screening CN/N=C/c1cc(OC)c(O)c(OC)c1 returned GPR151 activ 1.3, FBW7 act 0.1, MITF inh -8 and TEAD-YAP inh 2.
Screening C[C@H]1NC(=O)[C@@H]2C[C@H](NC(=O)c3ccc4ccccc4c3)CN2C1=O returned GPR151 activ 0.8, FBW7 act 0.0, MITF inh 16 and TEAD-YAP inh -4.
Screening CC(/C=C/c1ccccc1)=N\NC(=S)NC(C)C returned GPR151 activ 2.6, FBW7 act 0.0, MITF inh -2 and TEAD-YAP inh -10.
Cc1nc(N2CCC(C(N)=O)CC2)c2cc(C)sc2n1 was read as GPR151 activ 2.2, FBW7 act 0.1, MITF inh 0 and TEAD-YAP inh -4.
`Cc1ccc(-n2cc(C=C3C(=O)NC(=O)NC3=O)cn2)cc1C` gave GPR151 activ -0.6, FBW7 act -0.4, MITF inh 17 and TEAD-YAP inh -31.
CCCC1C(c2ccc(OC)cc2)C(C#N)(C#N)C2(C#N)CC1(N)NC2=O (stereo not drawn) was read as GPR151 activ -0.8, FBW7 act 0.7, MITF inh 12 and TEAD-YAP inh 2.
COc1ccc(S(=O)(=O)NCCN2CCCC2)c2cccnc12 was read as GPR151 activ 0.9, FBW7 act 0.0, MITF inh 5 and TEAD-YAP inh 6.
CCOc1ccc(-c2nc3s/c(=C\c4ccccc4)c(=O)n3n2)cc1 was read as GPR151 activ -0.4, FBW7 act 0.6, MITF inh 16 and TEAD-YAP inh -5.
For COc1ccc(Br)cc1/C=C(\C#N)c1ccccn1 the results were GPR151 activ -2.6, FBW7 act 0.1, MITF inh 6 and TEAD-YAP inh -6.
COC(=O)c1ccc(CSc2ncc(CO)n2Cc2ccccc2)o1 was read as GPR151 activ -1.4, FBW7 act 0.1, MITF inh -11 and TEAD-YAP inh -4.
`COc1ccc(NC(=O)CSC2CC(=O)N(c3ccccc3C)C2=O)cc1` (stereo not drawn) gave GPR151 activ 1.2, FBW7 act 0.1, MITF inh 4 and TEAD-YAP inh 5.
`Cc1ccc(NC(=S)NCc2ccccc2)cc1NS(C)(=O)=O` gave GPR151 activ 0.6, FBW7 act -0.3, MITF inh -7 and TEAD-YAP inh 0.
`COc1ccc(-c2nc(CS(=O)CC(=O)NCc3ccccc3)c(C)o2)cc1` (stereo not drawn) gave GPR151 activ -1.0, FBW7 act 0.1, MITF inh 18 and TEAD-YAP inh -8.
CC(C)(C)c1ccc(C(=O)NNC(=O)c2cccc(Cl)c2)cc1 was read as GPR151 activ 0.6, FBW7 act 0.0, MITF inh 0 and TEAD-YAP inh -13.
Screening CCCCC(CC)CNC(=O)C(=O)NCCOC (stereo not drawn) returned GPR151 activ 0.0, FBW7 act 0.7, MITF inh 6 and TEAD-YAP inh -5.
For Cc1cc(=O)n2nc(N3CCCC(C(=O)NC4CCCC(C)C4C)C3)sc2n1 (stereo not drawn) the results were GPR151 activ -0.7, FBW7 act 0.1, MITF inh 5 and TEAD-YAP inh 4.
For O=C(Nc1ccccn1)C(=O)N1CCOCC1 the results were GPR151 activ 1.5, FBW7 act 0.1, MITF inh 0 and TEAD-YAP inh -19.
Screening CCOC(=O)c1c(NC(=O)CSc2nnc(CNC(=O)c3ccco3)n2-c2ccc(Br)cc2)sc2c1CCCCC2 returned GPR151 activ 2.3, FBW7 act -0.1, MITF inh -7 and TEAD-YAP inh 3.
`Cc1ccccc1NC(=O)C1C(=O)CNC23CCCCC2C1c1ccccc1O3` (stereo not drawn) gave GPR151 activ 0.8, FBW7 act 0.0, MITF inh 3 and TEAD-YAP inh 4.
COc1cccc(OC)c1Oc1ccc(C(F)(F)F)cn1 was read as GPR151 activ 0.7, FBW7 act 0.8, MITF inh 9 and TEAD-YAP inh 2.
Screening COc1ccc(Cl)cc1NC(=S)Nc1cccnc1 returned GPR151 activ -0.5, FBW7 act 0.8, MITF inh 0 and TEAD-YAP inh -2.
For COc1cccc(C2=NN3C(C2)c2cccc(OC)c2OC32CCCCC2)c1 (stereo not drawn) the results were GPR151 activ -1.8, FBW7 act -0.1, MITF inh 3 and TEAD-YAP inh 36*.
For COc1cccc2sc(N3CCN(C(=O)C4CCN(S(C)(=O)=O)CC4)CC3)nc12 the results were GPR151 activ -0.8, FBW7 act 0.3, MITF inh 13 and TEAD-YAP inh 13.
`O=c1c(-c2ccc(F)cc2)[n+]([O-])c2ccccc2n1OCc1ccccn1` gave GPR151 activ 1.5, FBW7 act -0.4, MITF inh 13 and TEAD-YAP inh -6.
Screening COC(=O)c1scc(C)c1NC(=O)C1CCCCC1 returned GPR151 activ -1.6, FBW7 act 0.0, MITF inh 1 and TEAD-YAP inh -1.
For Cn1c(-c2ccc(F)cc2Cl)c(C(=O)O)c2ccccc2c1=O the results were GPR151 activ -0.5, FBW7 act -0.1, MITF inh -9 and TEAD-YAP inh 5.

By substructure: those above containing fluorine.
Screening O=C(CSc1nnc(CNC(=O)c2ccc(F)cc2)o1)NCCc1ccccc1 returned GPR151 activ -1.1, FBW7 act -0.1, MITF inh 28 and TEAD-YAP inh 6.
Cc1ccc(NC(=O)CSCC(=O)OCC(=O)NCc2ccc(F)cc2)c(C)c1 was read as GPR151 activ -0.6, FBW7 act 0.4, MITF inh 17 and TEAD-YAP inh -2.
Screening O=C(Nc1cccc2ccc(-n3cccc3)nc12)c1ccc(F)c(F)c1 returned GPR151 activ -1.2, FBW7 act 0.1, MITF inh -8 and TEAD-YAP inh -2.
Screening COc1cccc(-c2cc(C(=O)NCc3ccc(F)cc3)c3ccccc3n2)c1 returned GPR151 activ -0.1, FBW7 act 0.3, MITF inh 4 and TEAD-YAP inh 10.
O=C(CSc1nc2ccccc2c(=O)n1CC1CCC(C(=O)NCc2ccccc2Cl)CC1)c1ccc(F)cc1 (stereo not drawn) was read as GPR151 activ -0.2, FBW7 act -0.2, MITF inh 9 and TEAD-YAP inh 4.
COc1cccc(OC)c1Oc1ccc(C(F)(F)F)cn1 was read as GPR151 activ 0.7, FBW7 act 0.8, MITF inh 9 and TEAD-YAP inh 2.
`O=c1c(-c2ccc(F)cc2)[n+]([O-])c2ccccc2n1OCc1ccccn1` gave GPR151 activ 1.5, FBW7 act -0.4, MITF inh 13 and TEAD-YAP inh -6.
For Cn1c(-c2ccc(F)cc2Cl)c(C(=O)O)c2ccccc2c1=O the results were GPR151 activ -0.5, FBW7 act -0.1, MITF inh -9 and TEAD-YAP inh 5.

More entries:
For CCOc1ccc(S(=O)(=O)N(CC(=O)Nc2cc(OC)ccc2OC)c2ccccc2)cc1 the results were GPR151 activ -0.7, FBW7 act 0.0, MITF inh -10 and TEAD-YAP inh -1.
Screening CC(=O)c1cccc(NC(=O)CCCCCN2C(=O)c3ccccc3C2=O)c1 returned GPR151 activ 1.4, FBW7 act 0.3, MITF inh 10 and TEAD-YAP inh 6.
Cc1cc(/C=C2/NC(=O)NC2=O)c(C)n1-c1ccc(OCc2ccccc2Cl)cc1 was read as GPR151 activ -0.2, FBW7 act -0.1, MITF inh 4 and TEAD-YAP inh 2.
O=C(NCC1CCCN(S(=O)(=O)/C=C/c2ccccc2)C1)c1cc2ccccc2[nH]1 (stereo not drawn) was read as GPR151 activ -0.9, FBW7 act 0.0, MITF inh -14 and TEAD-YAP inh 4.
